Screening results (PubChem)
GCN5L2 inh = inhibitors of human GCN5L2 histone acetyltransferase. GCN5L2 HAT assay, ThioGlo1 CoA-SH fluorescence. Potency, µM (doses to about 58.9 µM), for the others: top-dose activity change, negative = inhibition, usual class: inhibitors. 0.21% of 390,000 active. AID 504327
Target sequence (Q92830 whole entry, looked up): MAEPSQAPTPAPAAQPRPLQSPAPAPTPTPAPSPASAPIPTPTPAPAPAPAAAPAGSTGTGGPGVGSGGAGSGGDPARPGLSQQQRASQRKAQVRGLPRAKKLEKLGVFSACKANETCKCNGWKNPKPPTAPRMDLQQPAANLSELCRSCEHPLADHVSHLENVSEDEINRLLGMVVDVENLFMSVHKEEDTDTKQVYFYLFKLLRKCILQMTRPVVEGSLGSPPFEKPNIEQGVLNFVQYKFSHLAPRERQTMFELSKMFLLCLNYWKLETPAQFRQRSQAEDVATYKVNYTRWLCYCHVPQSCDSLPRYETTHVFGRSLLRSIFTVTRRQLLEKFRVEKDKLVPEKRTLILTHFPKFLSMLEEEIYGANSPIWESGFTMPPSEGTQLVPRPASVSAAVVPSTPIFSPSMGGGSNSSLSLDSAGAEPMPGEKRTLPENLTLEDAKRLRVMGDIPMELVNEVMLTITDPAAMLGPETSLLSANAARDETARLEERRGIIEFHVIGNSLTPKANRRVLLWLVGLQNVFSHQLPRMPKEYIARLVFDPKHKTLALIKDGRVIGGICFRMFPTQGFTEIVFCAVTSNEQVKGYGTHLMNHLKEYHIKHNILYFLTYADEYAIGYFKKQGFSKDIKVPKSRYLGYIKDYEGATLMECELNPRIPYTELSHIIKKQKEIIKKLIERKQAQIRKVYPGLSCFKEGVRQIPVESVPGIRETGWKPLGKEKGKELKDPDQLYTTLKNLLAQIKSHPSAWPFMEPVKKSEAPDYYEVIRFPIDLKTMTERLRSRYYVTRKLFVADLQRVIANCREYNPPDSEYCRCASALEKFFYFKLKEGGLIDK
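Free CoA generated was detected with ThioGlo1 (50uM) fluorescence at Ex340nm/Em540nm, read immediately and after 20 min at room temperature. Enzyme, 20 nM in HEPES pH 7.5 buffer, saw compounds 15 min before adding 75uM H3(1-25) peptide and 70uM acetyl-CoA.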
FEN1 inh = blocks human flap endonuclease 1 | P39748 | Recombinant FEN1 flap cleavage, fluorescence, 15 min | Potency, µM (doses to about 114 µM), for inactives: top-dose activity change, negative = inhibition, hits mostly inhibitors | 0.35% of 390,000 active | AID 588795; also: nearly all actives have a fitted effect of over 65% in size
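Recombinant FEN1 (10 nM) was preincubated with pin-transferred compounds for 15 min at room temperature, then flap DNA substrate (50 nM final) was added. Plates were read at 0 and 15 min, and normalized concentration–response data were fitted to a four-parameter Hill equation.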
TDP1 cell CPT = DT40-hTDP1 cell growth loss with CPT. chicken DT40 Tdp1-/-;hTDP1 cells + 20 nM CPT, ATP luminescence, 48 h. Potency, µM (series often up to 46.2 µM), for the others: top-dose activity change, negative = growth inhibition, most hits filed as inhibitors. 12% of 420,000 active; also: nearly all actives have a fitted effect of over 55% in size
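Chicken DT40 Tdp1-/- cells stably complemented with human TDP1 were seeded at 400 cells/well in medium containing 20 nM camptothecin, exposed to pin-transferred compounds, and grown at 37 °C for at least 48 hr. Viability was read as ATP luminescence.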
Starred values were filed as active, the others as inactive; ? = inconclusive; . = no result given; & = joins results of further samples; [ ] = another dose, or the depositor's remark. Calls follow the shape of the dose curve; as a rule, active = well fitted curve in the direction sought with a large enough effect; inconclusive = small, poorly fitted or top-dose-only effect, or another doubt; inactive = no such curve, though single readings can be large; an effect the other way counts as inactive or inconclusive. % is scaled to controls: 0 for no effect and ±100 for the full control effect; potency is read from the fitted curve at half-maximal effect. Some of the compounds tested (hit frequency here may not be typical).

SMILES | GCN5L2 inh | FEN1 inh | TDP1 cell CPT
c1ccc(-c2nnc(-c3ccccc3)c(-c3c[nH]c4ccccc34)n2)cc1 | -2.3% | -6.2% | ?
Cc1ccc(CN2C(=O)C(=O)N(CC(N)=O)C2=O)cc1 | 29.9% | -1.5% | -3.9%
Cc1cc(C)nc(NC(=S)Nc2ccccc2)n1 | 4.1% | 5.4% | -3.6%
Cc1nn(CC(=O)N(C)Cc2ccccc2)c(=O)c2cccn12 | -1.2% | 0.5% | -8.8%
CCS(=O)(=O)NCCc1csc2nc(-c3ccc(OC)cc3)nn12 | 10.2% | 11.2% | ?
COc1ccc(NC(=O)Cn2nnc(-c3ccccc3N)n2)cc1OC | -0.1% | 6.3% | -18.5%
CCN(CC)C(=O)/C(=C/c1cn(S(=O)(=O)N(C)C)c2ccccc12)NC(=O)c1ccc(OC)cc1 | -4.0% | 8.7% | ?
CCN(CCn1cccn1)C(=O)CC1C(=O)NCCN1CCc1ccccc1 (stereo not given) | -19.9% | 6.3% | -1.7%
C=C1C=C(C(F)F)n2ncc(C(=O)Nc3cccc(CC)c3)c2N1 | . | 14.5% | -1.0%
CC(C)c1ccc(C(=O)NCCCNC(=O)c2cnccn2)cc1 | -3.9% | -13.3% | -20.2%
Cc1cc(=O)oc2cc(OC(C)C(=O)O)c(Cl)cc12 (stereo not given) | -0.6% | 6.5% | -22.4%
CCN(CC)S(=O)(=O)c1cc(C(=O)O)ccc1Cl | 0.3% | -12.7% | -3.5%
COc1ccc(CCNC(c2ccc(F)cc2)c2nnc(-c3ccccc3Cl)o2)cc1OC (stereo not given) | -6.2% | -16.1% | ?
CC(C)C(=O)Nc1cccc(NC(=S)NC(=O)c2cccs2)c1 | 2.5% | 17.5% | -2.3%
Cc1cc(Nc2ccc(C(C)C)cc2)nc(-n2nc(C)cc2C)n1 | -8.6% | -16.7% | 0.581µM*
CC(C)c1ccc(N2C(=O)CSC23C(=O)N(C)c2ccccc23)cc1 (stereo not given) | -1.8% | -9.4% | .
CC(C)COC(=O)c1nnsc1NC(=O)Nc1ccccc1 | -7.6% | 3.2% | ?
COc1cc(OC)c(C2=NOC(C(=O)NCCc3ccccc3)C2)cc1Cl (stereo not given) | 3.6% | -12.7% | 0.6%
COc1ccc(CC(=O)OCc2nnc(C3COc4ccccc4O3)o2)cc1OC (stereo not given) | 3.1% | 13.4% | -2.1%
COc1cc(/C=C2\C(C)=C(C#N)c3nc(N)c(C#N)c(C)c32)ccc1OCC(=O)O | 1.0% | ? | 23.1µM*
CC1CCCCC1NC(=O)C1CCN(S(=O)(=O)c2cccc3nsnc23)CC1 (stereo not given) | -18.4% | -11.9% | -6.4%
O=S(=O)(c1ccc(Cl)cc1)c1cc(O)ccc1O | -2.0% | 19.7% | -2.2%
Cc1ccc2c(c1)c(-c1ccccc1)nc1nnnn12 | -1.6% | 6.8% | -7.8%
COc1ccc(C)cc1NC(=O)Cn1cnc2sc(C)c(S(=O)(=O)N3CCOCC3)c2c1=O | -1.8% | -13.6% | 1.6%
O=C1c2ccccc2C(=O)c2c1cccc2N1CCN(Cc2ccccc2)CC1 | 41.5%[activator] | -20.1% | ?
CN(CC(=O)NCc1ccc2c(c1)OCO2)S(=O)(=O)c1ccc(Br)s1 | 1.0% | -5.4% | 2.7%
Cc1noc(C(=O)N2CCN(c3ccc(F)cc3)CC2)c1Cl | -2.0% | 1.2% | -1.9%
O=C(c1cc2n(n1)C(C(F)(F)F)CC(c1ccco1)N2)N1CCN(c2ccccn2)CC1 (stereo not given) | -4.7% | 4.1% | ?
CC(C)(C)NC(=O)CN(Cc1ccco1)C(=O)CCC(=O)Nc1nccs1 | -2.0% | 1.4% | -0.1%
CCCCNC(=S)N/N=C/c1sccc1C | 0.5% | 17.5% | 0.92µM*

Whole records from above:
C=C1C=C(C(F)F)n2ncc(C(=O)Nc3cccc(CC)c3)c2N1 as listed: GCN5L2 inh = .; FEN1 inh = 14.5%; TDP1 cell CPT = -1.0%
CCN(CC)S(=O)(=O)c1cc(C(=O)O)ccc1Cl as listed: GCN5L2 inh = 0.3%; FEN1 inh = -12.7%; TDP1 cell CPT = -3.5%
COc1ccc(NC(=O)Cn2nnc(-c3ccccc3N)n2)cc1OC as listed: GCN5L2 inh = -0.1%; FEN1 inh = 6.3%; TDP1 cell CPT = -18.5%

Further entries
SMILES | GCN5L2 inh | FEN1 inh | TDP1 cell CPT
Cc1nc(NC(=O)CSc2nnc(N)s2)c(Cl)cc1Cl | -2.8% | 1.0% | -1.5%
COc1ccc(C(=O)NCC(c2ccc(N(C)C)cc2)N2CCc3ccccc32)c(OC)c1 (stereo not given) | -6.4% | -1.7% | 18.4µM*
CCCCSC(=S)N(C)C1CCS(=O)(=O)C1 (stereo not given) | -1.2% | -3.0% | -1.4%
Cc1ccc(C)c(NC(=S)N(C)CCc2ccccn2)c1 | -1.4% | 2.6% | -17.1%
COC(=O)c1ccccc1OCC(=O)NC1CCCCC1 | ? | 5.0% | -10.0%
CC(=O)OC1CC(C)(C)N(OC(=O)CCCN2C(=O)c3ccccc3C2=O)C(C)(C)C1 | 1.6% | 1.4% | -19.6%
CC(C)(C)OC(=O)N(Cc1ccccc1)Cc1ccccc1OCc1cccc(NC(=O)c2ccccc2)c1 | . | -11.5% | 16.4µM*
O=C(CN1C(=O)/C(=C/c2cccc(Br)c2)SC1=S)Nc1cccnc1 | -4.1% | 0.2% | 15.8%
O=S(=O)(Nc1ccc(N2CCOCC2)cc1)c1ccc(F)cc1F | -12.7% | -2.8% | -24.1%
O=C(CC1C(=O)NCCN1CC1CCCCC1)NCc1cccc(F)c1F (stereo not given) | -8.7% | -1.1% | 1.2%
O=S(=O)(c1ccccc1)c1nc(-c2ccccc2Cl)oc1N1CCCCCC1 | -9.1% | 12.1% | ?
COc1cc2ccccc2cc1C(=O)N1CCN(c2ccccc2O)CC1 | -5.3% | -1.8% | ?
Cc1ccc(NC(=O)C2CC(=O)Nc3nc4ccccc4n32)c(C)c1 (stereo not given) | 26.6% | 3.8% | -5.5%
O=C(CCCn1c(=O)c2ccccc2n(Cc2cccc(Cl)c2)c1=O)NCCc1ccc(Cl)cc1 | 0.3% | -4.7% | ?
CC(C)(C)CC(=O)Nc1ccc(-c2cn3cccnc3n2)cc1 | -28.1% | -0.4% | ?

Look-ups from the list:
O=S(=O)(Nc1ccc(N2CCOCC2)cc1)c1ccc(F)cc1F in GCN5L2 inh is listed with -12.7%
O=C(CC1C(=O)NCCN1CC1CCCCC1)NCc1cccc(F)c1F (stereo not given) in FEN1 inh is listed with -1.1%
COc1cc2ccccc2cc1C(=O)N1CCN(c2ccccc2O)CC1 in FEN1 inh is listed with -1.8%

(cont.)
SMILES | GCN5L2 inh | FEN1 inh | TDP1 cell CPT
CC(C)C1Oc2ccccc2C(=O)N(CC(=O)c2ccc3c(c2)OCCO3)C1=O (stereo not given) | -5.6% | -1.4% | ?
O=C(N/N=C/c1ccc(F)cc1)c1ccc(-n2cnnn2)cc1 | 1.8% | 2.7% | -14.4%
Cc1ccc(-c2nnc(Nc3ccc(Br)cc3)c3ccccc23)cc1S(=O)(=O)N1CCOCC1 | -19.5% | -6.4% | .
CCN1CCN(Cc2nnc(-c3ccccc3)o2)CC1 | 2.1% | -14.3% | ?
O=C(O)C1CSC(c2ccccc2)N1C(=O)c1ccco1 (stereo not given) | -1.7% | -1.8% | -4.2%
O=C(/C=C/c1ccccc1)NCC1(c2ccccc2)CCOCC1 | -16.8% | 3.0% | 19.8%
O=C(Nc1nnc(-c2ccc3c(c2)CCCC3)o1)c1ccccc1 | -9.2% | -24.3% | 5.17µM*
CCOC(=O)c1ccc2[nH]c(CSc3nnc(-c4cccc(F)c4)n3C)cc(=O)c2c1 | -0.6% | -1.8% | 1.6%
Cc1nc(SCc2ccccc2)c([N+](=O)[O-])[nH]1 | -0.2% | -3.3% | 2.8%
Cc1cc(NC(=O)CCCSc2nc(-c3ccco3)cc(C(F)(F)F)n2)n(-c2ccccc2)n1 | -15.3% | -9.4% | ?
C[N+](C)(CC#N)C/C=C\c1ccccc1 | 1.5% | 4.0% | 15.0%
Cc1ccc(S(=O)(=O)/N=C2/NC(=O)/C(=C/c3ccccc3)S2)cc1 | -2.1% | 9.0% | -11.6%
c1cc(-c2cn(C[C@H]3CC[C@@H]([C@@H]4CC[C@H](Cn5cc(-c6ccsc6)nn5)O4)O3)nn2)cs1 | -7.1% | -3.6% | ?
C=CCn1c(N)c(C(=O)Nc2ccc(C)c(C)c2)c2nc3ccccc3nc21 | -2.0% | -9.7% | -18.0%
CSc1ncccc1C(=O)OCc1nc2ccsc2c(=O)[nH]1 | -12.1% | 8.0% | -22.8%

Results in FEN1 inh (4 entries from above):
| smiles | FEN1 inh |
| --- | --- |
| O=C(N/N=C/c1ccc(F)cc1)c1ccc(-n2cnnn2)cc1 | 2.7% |
| c1cc(-c2cn(C[C@H]3CC[C@@H]([C@@H]4CC[C@H](Cn5cc(-c6ccsc6)nn5)O4)O3)nn2)cs1 | -3.6% |
| C[N+](C)(CC#N)C/C=C\c1ccccc1 | 4.0% |
| Cc1ccc(-c2nnc(Nc3ccc(Br)cc3)c3ccccc23)cc1S(=O)(=O)N1CCOCC1 | -6.4% |

(next part)
SMILES | GCN5L2 inh | FEN1 inh | TDP1 cell CPT
O=C(Nc1ncccn1)c1cccs1 | 1.8% | 7.0% | -99.0%
Oc1c(C(Nc2cccnc2)c2ccc(C(F)(F)F)cc2)ccc2cccnc12 (stereo not given) | . | -5.4% | ?
COc1ccccc1N1CCN(C(=O)c2cc3c(C)nc4ccccc4c3o2)CC1 | -20.6% | 0.7% | 6.51µM*
CC1CCN(C(=S)c2ccc([N+](=O)[O-])cc2)CC1 | 20.8% | 7.0% | ?
COc1ccc(/C=C2\Sc3ccc(C(=O)N4CCN(Cc5ccccc5)CC4)cc3N(C)C2=O)cc1OC | -12.6% | 2.7% | 5.17µM*
CNC(=O)c1ccsc1NC(=O)c1ccc(S(=O)(=O)N2CCc3ccccc32)cc1 | -11.3% | 9.9% | ?
COc1ccc2nc(SCc3cnc(C)nc3N)[nH]c2c1 | 1.6% | -5.8% | -6.2%
CC(=O)c1cc2c(cc1NS(=O)(=O)c1ccccc1)OCO2 | -5.0% | -16.3% | -14.0%
O=C(CCCc1ccncc1)c1ccccc1 | . | -1.9% | -28.1%
CN(Cc1nc(-c2cccs2)no1)CC(O)c1ccccc1 (stereo not given) | -17.7% | -2.7% | -10.6%
COc1ccc2c(C)cc(SCC(=O)NCCN3C(=O)CSC3=O)nc2c1 | 1.8% | 0.7% | 0.5%
CS(=O)(=O)N1CCN(c2ccccc2NC(=O)CSc2ccc(Cl)cc2)CC1 | -25.2% | -7.4% | ?
CC1CCCN(C(=O)CN2C(=O)NC3(CCCCC3C)C2=O)C1 (stereo not given) | -2.6% | 2.0% | 14.4%
Cc1ccc2[nH]cc(C(c3ccccc3)c3ccc(Cl)s3)c2c1 (stereo not given) | -14.1% | -7.5% | ?
CCOc1ccc(-c2nc(C#N)c(N3CCN(CC)CC3)o2)cc1 | -2.6% | -0.5% | ?
COc1cccc(OC)c1C(=O)Nc1ccc2c3c(cccc13)CC2 | 1.3% | -6.1% | -15.8%
CCn1c2ccccc2c2cc(CN3CCN(Cc4cc(OC)c(O)c(OC)c4)CC3)ccc21 | 3.5% | ? | 10.3µM*
COC(=O)c1ccccc1NC(=O)/C=C/C(=O)O | 0.8% | 2.1% | -1.2%
CCn1cc(Cl)c(C(=O)Nc2ccc(OC)c(OC)c2)n1 | 0.4% | -17.0% | -7.3%
CCOc1ccc(NC(=O)COC(=O)CCN2C(=O)C3CC=CCC3C2=O)cc1OCC (stereo not given) | -14.2% | -1.1% | -14.0%
CCCNC(=O)C(Cc1ccccc1)NS(=O)(=O)c1ccc2c(c1)c(=O)n(C)c(=O)n2C (stereo not given) | 4.3%&-3.0% | 1.0%&-5.8% | -7.9%&-12.8%
N#CCCn1c(=O)c(-c2cccs2)nc2cnc(OCc3ccccc3)nc21 | ? | . | 13.5%
COc1cc2c(cc1OC)CN(C1CCC(C(C)(C)C)CC1)CC2 (stereo not given) | . | -0.6% | ?
O=S(=O)(NCCc1ccc(F)cc1)c1ccc(F)cc1Br | -2.1% | -7.3% | ?
N#Cc1c2c(c[nH]c1=O)CCN2Cc1ccccc1 | 1.6% | 4.4% | -14.8%
CCOC(=O)N1CCN(C(=O)CN2C(=O)CC(C)(C)S(=O)(=O)c3ccccc32)CC1 | -2.1% | -0.8% | -5.2%
CC(C)(C)N1CC23CCC(C[C@@H]2C1=O)O3 (stereo not given in full) | -2.4% | -0.2% | -7.7%
O=C(Nc1ccc2oc(-c3ccccc3F)nc2c1)c1ccc([N+](=O)[O-])o1 | -5.2% | -17.6% | -8.1%
COc1ccc(S(=O)(=O)N(C)CC(=O)Nc2cccc(C(C)=O)c2)cc1Cl | -2.6% | 2.1% | 12.6µM*
